Bioassay records as filed in PubChem BioAssay.
KLF5 inhibitor: kruppel-like factor 5 inhibition; inhibition, % at 5 µM; hit rate 0.23% among 290,000; DLD-1 KLF5 promoter-luciferase reporter, luminescence;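 active = inhibition above a per-plate limit of that plate's mean compound inhibition plus 3 SD, cut at about 60% in these data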;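 note: 0% = DMSO wells and 100% = LY294002 at 200 µM; higher means less KLF5 promoter-driven luciferase light; inactives centre near -14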
IEC-6 cytotox: kills IEC-6 intestinal cells in KLF5 counter-screen. hit rate 0.78% among 290,000. IEC-6 cytotoxicity, luminescence viability. inhibition, % at 5 µM; in the data active = inhibition above about 22%;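 note: 0% = plate median of test compound wells and 100% = cytotoxic reference compound wells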
HSF-1 act: increases HSF-1 driven luciferase reporter signal; NIH3T3-HGL HSF-1 luciferase reporter, MG132, 8 h; 100% = twice DMSO control signal; activation, % at 9 µM; hit rate 1.7% among 300,000;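 active = mean replicate activation of at least 50% with a set share of replicates each reaching 50%; inconclusive = only one of those two conditions met; inactive = mean below 50% and too few replicates reaching it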;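 note: 0% = median of the neutral control wells and 100% = twice that signal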
DYRK1A inh: blocks rat Dyrk1A kinase activity. Q63470. ADP-Glo luminescence, NFATc1 peptide. inhibition, % at 12.5 µM. hit rate 0.43% among 310,000. AID 504441; in the data active = inhibition above about 50%;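 note: plate controls were vehicle with enzyme for no effect and no enzyme for full effect; many of its hits are not listed in these tables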
GSK3A inh: blocks human GSK-3 alpha kinase | ADP-Glo luminescence, 60 min | inhibition, % at 10 µM | hit rate 0.1% among 320,000 | AID 2650;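 in the data active = inhibition above about 50%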;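 note: GST-tagged GSK-3 alpha with peptide substrate and 25 µM ATP; 0% = DMSO neutral wells and 100% = GW8510 positive control wells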
Target sequence (P49840 whole entry, looked up): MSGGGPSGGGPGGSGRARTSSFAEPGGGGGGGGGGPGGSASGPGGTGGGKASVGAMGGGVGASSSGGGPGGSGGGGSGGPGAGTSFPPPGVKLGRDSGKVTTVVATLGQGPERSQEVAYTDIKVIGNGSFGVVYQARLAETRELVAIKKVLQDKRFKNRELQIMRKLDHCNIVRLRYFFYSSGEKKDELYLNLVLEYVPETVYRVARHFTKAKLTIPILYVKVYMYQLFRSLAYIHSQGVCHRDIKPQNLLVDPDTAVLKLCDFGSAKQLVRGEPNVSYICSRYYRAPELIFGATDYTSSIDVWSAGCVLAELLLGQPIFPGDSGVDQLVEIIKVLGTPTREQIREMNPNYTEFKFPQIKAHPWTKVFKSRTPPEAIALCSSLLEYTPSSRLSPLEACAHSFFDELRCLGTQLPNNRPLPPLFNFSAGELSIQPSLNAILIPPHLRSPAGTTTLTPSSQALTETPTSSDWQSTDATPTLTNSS
Platelet DG rel: modulates dense granule release in human platelets; hit rate 0.22% among 300,000; inhibition, %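 (compounds screened at 7.5 µM in platelet-rich plasma)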; human platelet-rich plasma, SFLLRN dense granule ATP release, luminescence; AID 1663;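 active = mean replicate score, as percent of positive control, at or above 50; inconclusive = mean below 50 but at least one replicate at or above 50; inactive = mean and every replicate below 50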
GSK3beta inhib: blocks human GSK3beta kinase activity | P49841 | GST-GSK3beta kinase, ADP-Glo luminescence, 60 min; hits give low values | activity score (negative = inhibition), % at 10 µM | hit rate 0.038% among 300,000;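 active = more than half of replicate wells score below -50%, meaning over 50% inhibition versus plate controls; inconclusive = some replicates but at most half score below -50%; inactive = no replicate scores below -50%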;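 note: 0% = median DMSO wells and -100% = median GW8510 positive control wells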
Target sequence (P49841 whole entry, looked up): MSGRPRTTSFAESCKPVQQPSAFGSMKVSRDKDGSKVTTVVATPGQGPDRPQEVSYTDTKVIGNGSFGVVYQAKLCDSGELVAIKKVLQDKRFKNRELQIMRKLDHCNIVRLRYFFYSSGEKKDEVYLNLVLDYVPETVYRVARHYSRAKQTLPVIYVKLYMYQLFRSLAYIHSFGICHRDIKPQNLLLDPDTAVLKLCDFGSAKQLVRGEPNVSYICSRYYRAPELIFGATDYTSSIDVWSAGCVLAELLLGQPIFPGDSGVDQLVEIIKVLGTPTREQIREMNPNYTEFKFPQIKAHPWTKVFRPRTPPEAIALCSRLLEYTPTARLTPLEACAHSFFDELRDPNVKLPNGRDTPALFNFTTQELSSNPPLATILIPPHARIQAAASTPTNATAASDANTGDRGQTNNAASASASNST
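Test system: GST-fused GSK3beta enzyme, cell-free | Quantity: 1.6 ng GST-GSK3beta enzyme per well | Reagent: 25 µM ATP with peptide substrate | Schedule: 60 min enzyme reaction, room temperature | Signal: Luminescent ADP-Glo measurement of ADP formed | Read-out basis: Score relative to plate controls | Control set: DMSO and 20 µM GW8510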
aSyn UTR inh: 5' untranslated region of α-synuclein, MLPCN primary screen; AID 1813; inhibition, % (tested at 7.5 µM); hit rate 0.82% among 300,000; alpha-synuclein 5'UTR reporter, inhibitor activity; in the data active = inhibition above about 60%; inconclusive = no clear call, values can overlap the other calls;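 note: H4 neuroglioblastoma cells stably carrying SNCA 5'UTR luciferase fusion; 0% = DMSO wells and 100% = positive control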
HSP90 inh: HSP90 refolding inhibition in rabbit reticulocyte lysate; luciferase refolding luminescence, 3 h; inhibition, % at 5.6 µM; hit rate 0.91% among 290,000;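 active = inhibition above the screen-wide mean plus 3 SD, computed separately per campaign, cut at about 16% in these data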;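 note: 0% = DMSO wells and 100% = 60 µM geldanamycin wells; inhibitors lower the luminescence because luciferase stays unfolded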
HSF1 inhib: HSF1 inhibition; NIH3T3-HGL HSE-luciferase, MG132-induced, luminescence 8 h; hits give low values; activity change, negative = inhibition, % at 7.5 µM (by protocol); hit rate 0.77% among 300,000; AID 2098;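 active = more than half of replicate wells show activity change below -50%, luminescence cut by over half; inconclusive = some wells, but at most half, below -50%; inactive = no replicate well below -50%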;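 note: luciferase reports HSF-1 transcriptional activity via heat shock element; 0% = median of DMSO wells and -100% = zero luminescence signal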
* hit, by the source's call. Only part of the results is shown (hit frequency here may not be typical).

How did COc1ccc(C(=O)N2CCN(c3nnnn3-c3ccccc3)CC2)cc1OC do in these assays?
KLF5 inhibitor: -7; IEC-6 cytotox: -5; HSF-1 act: -39; DYRK1A inh: -3; GSK3A inh: 0; Platelet DG rel: 4; GSK3beta inhib: 2; aSyn UTR inh: 3; HSP90 inh: -2; HSF1 inhib: -23

How did O=C(Nc1cccc(O)c1)c1cccc(S(=O)(=O)N2CCCC2)c1 do in these assays?
KLF5 inhibitor: -3; IEC-6 cytotox: 4; HSF-1 act: 6; DYRK1A inh: 2; GSK3A inh: -1; Platelet DG rel: 7; GSK3beta inhib: -3; aSyn UTR inh: -42; HSP90 inh: 4; HSF1 inhib: 1

How did COc1ccc(C(=O)C2CCCN(Cc3cc(Cl)ccc3O)C2)c(OC)c1 (stereo not drawn) do in these assays?
KLF5 inhibitor: -13; IEC-6 cytotox: -1; HSF-1 act: 15; DYRK1A inh: 2; GSK3A inh: -2; Platelet DG rel: -26; GSK3beta inhib: -4; aSyn UTR inh: 6; HSP90 inh: -1; HSF1 inhib: 1

Results for NC(=O)c1c(NC(=O)Cn2cnc([N+](=O)[O-])n2)sc2c1CCCC2 ?
KLF5 inhibitor: -10; IEC-6 cytotox: 6; HSF-1 act: -10; DYRK1A inh: -5; GSK3A inh: 22; Platelet DG rel: 4; GSK3beta inhib: -15; aSyn UTR inh: 22; HSP90 inh: -2; HSF1 inhib: -4

How did CC(=O)C1=C(O)C(=O)N(c2ccccn2)C1c1ccc(C)cc1 (stereo not drawn) do in these assays?
KLF5 inhibitor: -21; IEC-6 cytotox: 0; HSF-1 act: 11; DYRK1A inh: 1; GSK3A inh: 0; Platelet DG rel: -6; GSK3beta inhib: 3; aSyn UTR inh: 3; HSP90 inh: 1; HSF1 inhib: 7

What do the screens show for `Cn1c(CCC(=O)OCC(=O)NCc2ccccc2Cl)nc(=O)c2ccccc21`?
KLF5 inhibitor: -24; IEC-6 cytotox: 1; HSF-1 act: -4; DYRK1A inh: -5; GSK3A inh: -2; Platelet DG rel: -2; GSK3beta inhib: 2; aSyn UTR inh: 1; HSP90 inh: 5; HSF1 inhib: 0

Results for CC1=CC(C)(C)N=C(Nc2ccc(C)cc2)S1 ?
KLF5 inhibitor: 1; IEC-6 cytotox: 0; HSF-1 act: 32; DYRK1A inh: 1; GSK3A inh: -3; Platelet DG rel: -4; GSK3beta inhib: -2; aSyn UTR inh: -169; HSP90 inh: 2; HSF1 inhib: 8

Results for CC12CCC(=O)C=C1CCC1C2C(=O)CC2(C)C1CC[C@]2(O)C(=O)CO (stereo partly drawn) ?
KLF5 inhibitor: -9; IEC-6 cytotox: -7; HSF-1 act: -6; GSK3A inh: -2; Platelet DG rel: 11; GSK3beta inhib: 0; aSyn UTR inh: -10; HSP90 inh: -7; HSF1 inhib: 1

What do the screens show for `COC(=O)c1ccc(C2SCC(=O)N2Cc2ccccc2)cc1` (stereo not drawn)?
KLF5 inhibitor: -10; IEC-6 cytotox: -4; HSF-1 act: 7; DYRK1A inh: -1; GSK3A inh: 1; Platelet DG rel: 0; GSK3beta inhib: 5; aSyn UTR inh: 2; HSP90 inh: 3; HSF1 inhib: -5

What do the screens show for `CCC1(CC)C(=O)NN(c2ccccc2)C1=O`?
KLF5 inhibitor: -22; IEC-6 cytotox: 2; HSF-1 act: -10; DYRK1A inh: 1; GSK3A inh: -1; Platelet DG rel: -1; GSK3beta inhib: -4; aSyn UTR inh: 4; HSP90 inh: 0; HSF1 inhib: -3

What do the screens show for `Cc1[nH]c(C)c(S(=O)(=O)N(Cc2ccccc2)C(C)(C)C)c1C(=O)N1CCCC1`?
KLF5 inhibitor: 3; IEC-6 cytotox: -5; HSF-1 act: 17; GSK3A inh: 5; Platelet DG rel: -3; GSK3beta inhib: -2; aSyn UTR inh: -4; HSP90 inh: -2; HSF1 inhib: -5

Results for Cc1ccc(CNC(=O)CCc2c(C)[nH]c(=O)c(C#N)c2C)cc1 ?
KLF5 inhibitor: -20; IEC-6 cytotox: -2; HSF-1 act: -2; DYRK1A inh: -6; GSK3A inh: -1; Platelet DG rel: 17; GSK3beta inhib: 2; aSyn UTR inh: 10; HSP90 inh: -3; HSF1 inhib: -3

What do the screens show for `CC(=O)c1c(C)[nH]c(C2=NNC(=NC(C)(C)C)SC2)c1C`?
KLF5 inhibitor: -53; IEC-6 cytotox: 6; HSF-1 act: 13; DYRK1A inh: -3; GSK3A inh: 1; Platelet DG rel: 1; GSK3beta inhib: -3; aSyn UTR inh: -97; HSP90 inh: 1; HSF1 inhib: -9

What do the screens show for `CCCOP(=O)(c1ccc(N(C)C)cc1)C(Nc1ccccc1)c1ccc(C)cc1` (stereo not drawn)?
KLF5 inhibitor: 1; IEC-6 cytotox: 7; GSK3A inh: 15; GSK3beta inhib: 1; HSP90 inh: 4

How did O=C(COc1ccc(Cl)cc1)NCCc1ccccn1 do in these assays?
KLF5 inhibitor: -15; IEC-6 cytotox: 2; HSF-1 act: -6; GSK3A inh: 0; Platelet DG rel: 4; GSK3beta inhib: 1; aSyn UTR inh: 28; HSP90 inh: 2; HSF1 inhib: 0

Results for Cc1ccc(-c2nc(CNC(=O)c3ccco3)cs2)cc1 ?
KLF5 inhibitor: -14; IEC-6 cytotox: -8; HSF-1 act: 39; DYRK1A inh: -6; GSK3A inh: 4; Platelet DG rel: 11; GSK3beta inhib: 1; aSyn UTR inh: -39; HSP90 inh: 2; HSF1 inhib: 13

Results for CCC(=O)N(C1=C(NC)C(=O)c2ccccc2C1=O)C(C)C ?
KLF5 inhibitor: 76*; IEC-6 cytotox: 3; HSF-1 act: -2; DYRK1A inh: 2; GSK3A inh: 2; Platelet DG rel: -2; GSK3beta inhib: -24; aSyn UTR inh: -1; HSP90 inh: 0; HSF1 inhib: 3

Results for CCOC(=O)COn1c(=O)c(=O)n(O)c2ccccc21 ?
KLF5 inhibitor: -14; IEC-6 cytotox: 2; HSF-1 act: -5; DYRK1A inh: -4; GSK3A inh: 0; Platelet DG rel: 1; GSK3beta inhib: 4; aSyn UTR inh: 24; HSP90 inh: -2; HSF1 inhib: -13

How did Cc1sc(NC(=O)C2=COCCO2)nc1-c1ccc(Br)cc1 do in these assays?
HSF-1 act: -8; DYRK1A inh: 6; GSK3A inh: 1; Platelet DG rel: 11; GSK3beta inhib: 0; aSyn UTR inh: 6; HSF1 inhib: 3

What do the screens show for `O=C(N/N=C1\CC2CC=CC12)c1ccc(Br)cc1` (stereo not drawn)?
KLF5 inhibitor: -15; IEC-6 cytotox: 3; HSF-1 act: 14; DYRK1A inh: -6; GSK3A inh: -7; Platelet DG rel: 5; GSK3beta inhib: -2; aSyn UTR inh: -8; HSP90 inh: -1; HSF1 inhib: 1

Results for CCN(CC(=O)NCc1ccco1)S(=O)(=O)c1ccc(OC)cc1 ?
HSF-1 act: -12; DYRK1A inh: 15; GSK3A inh: 0; Platelet DG rel: -11; GSK3beta inhib: -1; aSyn UTR inh: -3; HSF1 inhib: 0

How did COc1ccc(C(C)NC(=O)c2ccc(Br)cc2)cc1OC (stereo not drawn) do in these assays?
KLF5 inhibitor: 2; IEC-6 cytotox: -1; HSF-1 act: -7; DYRK1A inh: 0; GSK3A inh: 1; Platelet DG rel: -15; GSK3beta inhib: 0; aSyn UTR inh: -12; HSP90 inh: 3; HSF1 inhib: 5

How did N#CC1=C(Nc2ccccc2)SC=C(c2ccccc2)N=C1N1CCOCC1 do in these assays?
KLF5 inhibitor: -23; IEC-6 cytotox: 0; HSF-1 act: -9; DYRK1A inh: 18; Platelet DG rel: 7; GSK3beta inhib: -3; aSyn UTR inh: -12; HSP90 inh: 0; HSF1 inhib: 3

What do the screens show for `O=C(CN(C(=O)CCC(=O)Nc1nccs1)c1ccc(F)cc1)NCc1ccccc1`?
KLF5 inhibitor: -2; IEC-6 cytotox: -9; HSF-1 act: 5; DYRK1A inh: -8; GSK3A inh: 1; Platelet DG rel: 5; GSK3beta inhib: 1; aSyn UTR inh: -5; HSP90 inh: 2; HSF1 inhib: -3

What do the screens show for `COc1ccc(S(=O)(=O)/N=C2/NC(=O)/C(=C\c3ccco3)S2)cc1`?
KLF5 inhibitor: -13; IEC-6 cytotox: -8; HSF-1 act: 37; DYRK1A inh: 36; GSK3A inh: -9; Platelet DG rel: -10; GSK3beta inhib: 6; aSyn UTR inh: 16; HSP90 inh: -2; HSF1 inhib: 13

What do the screens show for `Cc1c(OCC(=O)NC2CCN(Cc3ccccc3)CC2)ccc2c3c(c(=O)oc12)CCC3`?
KLF5 inhibitor: 1; IEC-6 cytotox: -2; HSF-1 act: 2; DYRK1A inh: 4; GSK3A inh: -1; Platelet DG rel: 2; GSK3beta inhib: -1; aSyn UTR inh: 1; HSP90 inh: 5; HSF1 inhib: -1

How did Cc1oc(-c2ccccc2F)nc1CS(=O)(=O)CC(=O)NC1CCCC1 do in these assays?
KLF5 inhibitor: -5; IEC-6 cytotox: 0; HSF-1 act: -9; DYRK1A inh: 1; GSK3A inh: -2; Platelet DG rel: -2; GSK3beta inhib: 0; aSyn UTR inh: 9; HSP90 inh: 1; HSF1 inhib: 1

What do the screens show for `O=c1oc(-c2cccc(S(=O)(=O)N3CCOCC3)c2)nc2ccccc12`?
KLF5 inhibitor: -6; IEC-6 cytotox: -4; HSF-1 act: 0; DYRK1A inh: 2; GSK3A inh: -1; Platelet DG rel: -2; GSK3beta inhib: 2; aSyn UTR inh: 5; HSP90 inh: 4; HSF1 inhib: -9

Results for CCOc1ccccc1OCC(=O)N/N=C(\C)Cc1ccc(OC)cc1 ?
KLF5 inhibitor: 55; IEC-6 cytotox: 70*; HSF-1 act: -18; DYRK1A inh: -4; GSK3A inh: -5; Platelet DG rel: -2; GSK3beta inhib: 4; aSyn UTR inh: 87*; HSP90 inh: -1; HSF1 inhib: -7

Results for COc1ccc(C(=O)Nn2c(SCc3ccc([N+](=O)[O-])cc3)nc3ccccc3c2=O)cc1 ?
KLF5 inhibitor: -37; IEC-6 cytotox: -1; HSF-1 act: -60; DYRK1A inh: 0; GSK3A inh: 0; Platelet DG rel: 1; GSK3beta inhib: 1; aSyn UTR inh: 28; HSP90 inh: 55*; HSF1 inhib: inconclusive

Structures from the list above with a cyano group, in the order listed:
Results for Cc1ccc(CNC(=O)CCc2c(C)[nH]c(=O)c(C#N)c2C)cc1 ?
KLF5 inhibitor: -20; IEC-6 cytotox: -2; HSF-1 act: -2; DYRK1A inh: -6; GSK3A inh: -1; Platelet DG rel: 17; GSK3beta inhib: 2; aSyn UTR inh: 10; HSP90 inh: -3; HSF1 inhib: -3

How did N#CC1=C(Nc2ccccc2)SC=C(c2ccccc2)N=C1N1CCOCC1 do in these assays?
KLF5 inhibitor: -23; IEC-6 cytotox: 0; HSF-1 act: -9; DYRK1A inh: 18; Platelet DG rel: 7; GSK3beta inhib: -3; aSyn UTR inh: -12; HSP90 inh: 0; HSF1 inhib: 3
